CXCR6 block = inhibitors of human CXCR6 receptor; O00574; CHO-K1 PathHunter CXCR6 beta-arrestin, luminescence; inhibition, % at 20 µM; 0.36% of 360,000 active; AID 602244; in the data active means inhibition above about 34%, passing the limit was not always enough;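 further: antagonist mode with CXCL16 agonist at 10 nM final; 0% = 10 nM CXCL16 with DMSO and 100% = unstimulated wells without agonist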
Target sequence (O00574 whole entry, looked up): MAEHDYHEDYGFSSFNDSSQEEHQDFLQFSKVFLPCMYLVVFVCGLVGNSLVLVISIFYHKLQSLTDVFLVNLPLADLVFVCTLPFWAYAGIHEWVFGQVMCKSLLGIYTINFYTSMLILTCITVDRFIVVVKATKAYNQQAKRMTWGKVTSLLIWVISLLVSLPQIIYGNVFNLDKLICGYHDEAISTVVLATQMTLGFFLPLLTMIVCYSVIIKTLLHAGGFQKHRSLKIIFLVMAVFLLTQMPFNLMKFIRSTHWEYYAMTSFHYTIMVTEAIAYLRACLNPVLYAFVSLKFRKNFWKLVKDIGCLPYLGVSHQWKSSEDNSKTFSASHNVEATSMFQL
The depositor's hits bear a star. These rows are one share of the data; rates above refer to the full screens.

CXCR6 block | canonical_smiles
0 | CCCCCCCCCC1NC(C(=O)O)Cc2c1[nH]c1ccccc21 (stereo unspecified)
2 | COc1ccc(-c2cc(C(=O)N3CCCCCC3)c3ccccc3n2)cc1OC
-6 | CC(O)(c1ccc(F)c(F)c1)c1nc(-c2ccccc2)cs1 (stereo unspecified)
-1 | Cc1c(C(=O)NCc2ccccc2C(F)(F)F)sc(=O)n1Cc1ccc2c(c1)OCO2
-4 | CCOC1=C2[C@H](c3cccs3)N(S(=O)(=O)c3ccc(C)cc3)C[C@H]2n2c(=O)n(-c3ccccc3)c(=O)n2C1
2 | CC1CC(C)CN(C(C(=O)NC2CCCCC2)c2ccnc3ccccc23)C1 (stereo unspecified)
0 | O=C1NC[C@H](CCCCN2C[C@H](Cc3ccccc3)N(CCc3ccc(O)cc3)C(=O)C2=O)N(CCc2ccccc2)C1=O
0 | C[C@H](CO)N1C[C@H](C)[C@@H](CN(C)Cc2ccc3c(c2)OCCN3C)OCc2cnnn2CCCC1=O
-5 | COc1ccc([C@H]2C(C#N)=C([S-])N[C@](C)(O)[C@@H]2[n+]2ccccc2)cc1
2 | CNc1ccc2ncc(-c3cccc(C(=O)N(C)C)c3)n2n1
4 | COc1cc(C(=O)N/N=C/C2CC=CCC2)cc(OC)c1OC (stereo unspecified)
-4 | NC(=O)C1=CC2C3C=CC2(O)C(=O)OC3O1 (stereo unspecified)

(cont.)
CXCR6 block | canonical_smiles
-6 | COc1cc(Cl)ccc1OC1(C)CCN(Cc2cccc(OC)c2OC)C1 (stereo unspecified)
10 | CCc1nc2c(OCC(=O)c3ccc(F)cc3)cccn2c1N(C)C(=O)c1cccs1
-2 | CC(C)c1cccc(-c2csc(C(O)c3ccc(F)cc3)n2)c1 (stereo unspecified)
8 | CC(=O)Nc1cccc(-c2ccnc3c2CC(C)(C(=O)NCc2cccc(Cl)c2)O3)c1 (stereo unspecified)
4 | COCCNc1nc(Nc2ccccc2Cl)c2sc(-c3ccccc3)cc2n1
4 | OC1C2COC(O2)C2OC(c3ccccc3)OC12 (stereo unspecified)
6 | CCc1nc2c(OCc3ccccc3C)cccn2c1N(C)C(=O)c1ccc(C)cc1
3 | O=C1C=C(OCc2ccccc2)CN1
-10 | CCSC1=C(C#N)C(c2ccc(F)cc2)CC(=O)N1 (stereo unspecified)
-12 | Cc1cc(OCC(=O)OC(C)C(=O)NC2CC2)c(C(C)C)cc1Cl (stereo unspecified)
-4 | Cc1cc(C)c(C(O)c2ncc(-c3cccc4ccccc34)[nH]2)c(C)c1 (stereo unspecified)
11 | Cc1cc(C)c2nc3nc(C)cc(C)c3c(N)c2c1

More entries.
CXCR6 block | canonical_smiles
7 | O=[N+]([O-])c1cc([N+](=O)[O-])c(Oc2cccc3c2CCCC3)cc1NN1CCCCC1
15 | C[C@@H]1CCCCO[C@H](CN(C)S(=O)(=O)c2cccs2)[C@H](C)CN([C@@H](C)CO)C(=O)c2cc(NC(=O)NC3CCCCC3)ccc2O1
2 | COCCNC(=O)C1CCCN(C(=O)c2ccc3c(c2)C(C)(C)CCC3(C)C)CC1 (stereo unspecified)
0 | O=C1NC[C@H](CCCCN2C[C@H](Cc3ccccc3)N(CCC3CCCCC3)C(=O)C2=O)N(CCC2CCCCC2)C1=O
16 | CC(C)C[C@H]1CNC(=S)N1C[C@H]1CCCN1C[C@H](Cc1ccc(O)cc1)N1C[C@H](CC(C)C)N(CC2CCCCCC2)C1=S
2 | CN(C)C(=O)CSc1nnc(-c2ccco2)n1-c1ccccc1
2 | O=[N+]([O-])c1ccc(C=CC=Cc2ccccc2)cc1
-2 | Cc1ccc(S(=O)(=O)Nc2ccc(Nc3nccn4c(-c5ccccc5Oc5ccccc5)cnc34)cc2)cc1
-5 | CC(=O)Nc1cccc(-c2ccnc3c2CC(C(=O)NCc2ccc(N4CCN(C)CC4)cc2)O3)c1 (stereo unspecified)
18 | Cc1ccccc1NC(=O)/C=C/c1ccc([N+](=O)[O-])s1
2 | CN1CCN2c3ccccc3CC(C#N)(C#N)C2C1 (stereo unspecified)
-12 | Cc1cn([C@H]2C[C@H](O)[C@@H](CCC(=O)NCc3cccs3)O2)c(=O)[nH]c1=O

(list continues)
CXCR6 block | canonical_smiles
2 | CC(C)C[C@H]1CN([C@@H](CC(C)C)CN2CCC[C@@H]2CN2C(=O)C(=O)NC[C@@H]2Cc2ccccc2)C(=O)C(=O)N1CCc1ccccc1
-6 | O=C(CCOc1ccccc1)N1CCCC(Nc2ccccc2)C1 (stereo unspecified)
2 | CCN(CC)C(=O)Cn1cc(SCC(=O)NC2CCCCC2)c2ccccc21
-5 | O=C(COC(=O)c1ccc2c(c1)OCCO2)Nc1ccccc1C(F)(F)F
15 | CN1C2C=CC(=O)C1C1C(=O)N(c3ccccc3)C(=O)C12 (stereo unspecified)
-5 | COc1ccc(NC(=O)c2cc(C3CCCCN3S(=O)(=O)c3cn(C)cn3)on2)c(C)c1 (stereo unspecified)
-4 | CC(C)C[C@@H]1O[C@H](C(C)C)Cc2[nH][nH]c(=O)c21
-7 | COCc1cn(CC(=O)c2sc(NC(=O)C(C)(C)C)nc2C)nn1
-11 | O=C(Oc1cccc2ccccc12)c1ccccc1
3 | Cc1ccc(NC(=O)CCS(=O)(=O)c2ccc3nc(C)sc3c2)c(C)c1
0 | Nc1ncnc2c1ncn2[C@@H]1O[C@H](C(=O)N[C@H]2c3ccccc3C[C@H]2O)[C@@H](O)[C@H]1O
-4 | Cn1ccc2c(-c3cccnc3)cc3c(c21)C1CCC3C1 (stereo unspecified)

Later entries
CXCR6 block | canonical_smiles
-6 | CC(=O)C1=CCC(c2cccc(Cl)c2)N(S(=O)(=O)c2ccc(C)cc2)C1 (stereo unspecified)
60* | CCOC(CN=c1nc(N(C)C)ss1)OCC
2 | COc1cccc(-c2cnc(C(O)c3ccc(Cl)cc3)[nH]2)c1 (stereo unspecified)
10 | CCN(CC)C(=O)C1=C(C)N(Cc2ccc(OC)cc2)C(=O)C(CC(=O)NC2CCCC2)C1 (stereo unspecified)
1 | O=C(Nc1cccc(-c2nc3ncccc3o2)c1)c1ccc2c(c1)OCO2
9 | COc1cccc(-c2cc(NC=O)c3ncc(-c4ccc(F)c(Cl)c4)n3c2)c1
8 | CCCCN1C[C@H](Cc2ccccc2)[C@@H](CC(=O)Nc2ccc(OC)cc2)C1=O
6 | c1ccc(Oc2ncnc3ccccc23)cc1
2 | CCn1ncc(CN2CCC(n3nccc3NC(=O)c3ccccc3Cl)CC2)c1C
8 | CC(=O)c1cccc(-c2cnc3c(NC=O)cc(-c4ccccc4)cn23)c1
-2 | CC(=O)O[C@H]1[C@@H](O)[C@H](O)[C@H](Oc2c(O)c(C)c3c4c2[C@@H](C)CC[C@@H]4[C@@H](C)C[C@@H]3C=C(C)C)O[C@H]1C
1 | COc1ccc(Cc2c(-c3ccccc3)nc3ccc(Br)cn23)c(C)c1

Following part.
CXCR6 block | canonical_smiles
-2 | CCCCNC(=O)C1(C)CCCCN1C(=O)c1sccc1C (stereo unspecified)
5 | O=C(OCc1ccccc1)N1CCC2CC1c1ccc(-c3cccc(F)c3)cc12 (stereo unspecified)
-5 | COCc1cccc(-c2csc(C(NC(C)=O)c3cccc(OC)c3)n2)c1 (stereo unspecified)
-6 | CC[n+]1c(C)cc2c(sc3ccccc32)c1C
-4 | CCOCc1cnc(C)nc1NCC(=O)c1c(C)n(C)c2ccc(OC)cc12
2 | COc1ccc(S(=O)(=O)N2CCC(C(=O)NCCc3ccc(OC)c(OC)c3)CC2)cc1
-2 | O=C(c1[nH]c(C(F)(F)F)nc1-c1ccccc1)N1CCN(c2ncccn2)CC1
-8 | COc1ccc(S(=O)(=O)N2CCC(C(=O)N[C@@H](C)C(=O)NCc3ccco3)CC2)cc1
2 | O=C(O)c1ccc(NC(=O)C2CCN(S(=O)(=O)c3ccc4c(c3)OCCO4)CC2)cc1
2 | COC(=O)C[C@H]1C[C@@H]2c3cc(NS(=O)(=O)c4ccc(OC)cc4)ccc3O[C@@H]2[C@H](CO)O1
-10 | CCn1c(C)cc(C(=O)CSc2nnc(C3CC3)n2C2CC2)c1C
-5 | CC1(C(=O)NS(=O)(=O)c2cccc(OC(F)F)c2)CCN1C(=O)c1cccc(F)c1 (stereo unspecified)

Continuation:
CXCR6 block | canonical_smiles
-5 | CC(=O)NC(c1ccc(F)c(F)c1)c1nc(-c2cccc(C(C)C)c2)cs1 (stereo unspecified)
-13 | O=C(C1=NOC2(C1)C(=O)Nc1ccccc12)N1CCOCC1 (stereo unspecified)
-1 | COCCNC(=O)C1(C)Cc2c(-c3ccc(N(C)C)cc3)ccnc2O1 (stereo unspecified)
4 | c1ccc(-c2nnc3oc(-c4cccs4)nn23)cc1
62* | COCCN(CC(=O)NC1CCCCC1)C(=O)/C=C/C(=O)c1ccc(OC)cc1O
2 | CCCCN1CC(N2CCN(C3CCN(C)CC3)CC2)CS1(=O)=O (stereo unspecified)
3 | COCCCNC(=O)C[C@@H]1C[C@@]2(C(=O)OC)CCCCC=C2N(CCC2=CCCCC2)C1=O
6 | CCN(CC)c1ncnc2c1ncn2[C@H]1CN(Cc2ccncc2)C[C@@H](CO)O1
11 | Cc1cccc(N=C2NC(=O)/C(=C/C=C/c3ccco3)S2)c1
7 | CC1=C(C(=O)N2CCCCCC2)CC(CC(=O)NCCN2CCOCC2)C(=O)N1CCC1=CCCCC1 (stereo unspecified)
22 | COC(=O)c1ccc2nc(-c3ccc(C)cc3)c(Cc3ccc(C)cc3)n2c1
-9 | CC(=O)c1c(C)[nH]c(C(=O)OCC(=O)N2CCN(c3ccccc3)CC2)c1C

Following part:
CXCR6 block | canonical_smiles
-13 | CN(CC(=O)Nc1ccc(Cl)c(C(F)(F)F)c1)C(=O)C1CCN(C(=O)c2ccc(Cl)cc2)CC1
6 | CC1=C(C(=O)N2CCCCCC2)CC(CC(=O)NC2CCCCC2)C(=O)N1CCC1=CCCCC1 (stereo unspecified)
-8 | O=C1C=CC(=O)N1c1cccc2cccnc12
42* | C[C@@H](NC(=O)c1[nH]cnc1C(=O)Nc1ccccc1F)c1ccccc1
0 | CCOc1ccc(NC(=O)/C(C#N)=C\c2ccc(N3CCCC3)c(C)c2)cc1
4 | CCCOc1ccc(F)cc1-c1cc(C(=O)NCc2cc(OC)cc(OC)c2)[nH]n1
2 | COc1cc(NC(=O)Nc2nnc([C@H]3C[C@H](O)[C@@H](CO)O3)s2)cc(OC)c1
2 | CN(N=Nc1nc[nH]c1C(N)=O)C1CCCCC1
-3 | COCCN(C(=O)COC(=O)c1ccc2c(c1)OCO2)c1c(N)n(Cc2ccccc2)c(=O)[nH]c1=O
6 | C[C@@H]1CN([C@@H](C)CO)C(=O)CCCn2nncc2CO[C@@H]1CN(C)C(=O)c1ccc2ccn(C)c2c1
1 | CCc1cc(=O)oc2cc(OC(C)C(=O)N3CC[C@@]4(O)CCCC[C@H]4C3)ccc12 (stereo partly specified)
16 | O=c1c(O)c(-c2ccccc2)oc2ccccc12

(list continues)
CXCR6 block | canonical_smiles
11 | CCOC(=O)C1=CCN(S(=O)(=O)c2ccccc2F)C1c1ccc(Cl)c(Cl)c1 (stereo unspecified)
38 | CCOC(=O)C1=C(Cc2ccc(OC)cc2)C(=O)c2ccccc2C1=O
-7 | CC(C)OC(=O)N(C)C[C@@H]1OCc2cnnn2CCCC(=O)N([C@@H](C)CO)C[C@H]1C
12 | CCCCn1nnnc1C(c1ccccc1)N1CCN(c2ncc(C(F)(F)F)cc2Cl)CC1 (stereo unspecified)
-5 | COc1ccc(C2=NNC(=O)C2(C)Br)cc1 (stereo unspecified)
-4 | CCOC(=O)c1c(-c2ccc(-c3ccccc3)cc2)csc1NC(=O)CCN1CCOCC1
-15 | NC1=NOC(=O)C1C1CCCCC1 (stereo unspecified)
-1 | O=C(/C=C/c1ccccn1)c1ccc(Br)cc1O
11 | CCCCN1C(=O)C(CC(=O)NCc2ccco2)CC(C(=O)N2CCCCCC2)=C1C (stereo unspecified)
-10 | COc1ccc(C2CC23N=C(c2ccccc2)OC3=O)cc1 (stereo unspecified)
6 | CCCCC[C@H](C)N1C[C@H](COCc2ccccc2)Oc2cc(N3CC[C@H](O)C3)ccc2S1(=O)=O
-1 | COc1ccccc1C(=O)NCC[N+](C)(C)C

Retrieved by structure from above:
CXCR6 block | canonical_smiles
6 | CCCCC[C@H](C)N1C[C@H](COCc2ccccc2)Oc2cc(N3CC[C@H](O)C3)ccc2S1(=O)=O
-1 | COc1ccccc1C(=O)NCC[N+](C)(C)C

The results go on:
CXCR6 block | canonical_smiles
-6 | O=C(O)C1(Nc2ccc(Cl)cc2)CCCC1
-3 | Cc1ccccc1Oc1nnc(-c2cccs2)c2ccccc12
5 | O=C(O)C1CCN(S(=O)(=O)c2ccc3[nH]ccc3c2)CC1
-4 | CCOC(=O)c1ccc(NC(=O)Nc2nc3ccccc3s2)cc1
5 | O=C1NC[C@H](CCCCN2CCN(CC3CCCCC3)C(=O)C2=O)N(Cc2ccccc2)C1=O
5 | CCCNC(=O)C1(C)CCN(C(=O)c2ccc(F)c(Cl)c2)C1 (stereo unspecified)
4 | CCOc1ccc(Cl)cc1-c1cc(C(=O)NCCOC)[nH]n1

Filtered by structure: the compounds so far containing an NH in an aromatic ring
CXCR6 block | canonical_smiles
0 | CCCCCCCCCC1NC(C(=O)O)Cc2c1[nH]c1ccccc21 (stereo unspecified)
-4 | Cc1cc(C)c(C(O)c2ncc(-c3cccc4ccccc34)[nH]2)c(C)c1 (stereo unspecified)
-12 | Cc1cn([C@H]2C[C@H](O)[C@@H](CCC(=O)NCc3cccs3)O2)c(=O)[nH]c1=O
-4 | CC(C)C[C@@H]1O[C@H](C(C)C)Cc2[nH][nH]c(=O)c21
2 | COc1cccc(-c2cnc(C(O)c3ccc(Cl)cc3)[nH]2)c1 (stereo unspecified)
-2 | O=C(c1[nH]c(C(F)(F)F)nc1-c1ccccc1)N1CCN(c2ncccn2)CC1
-9 | CC(=O)c1c(C)[nH]c(C(=O)OCC(=O)N2CCN(c3ccccc3)CC2)c1C
42* | C[C@@H](NC(=O)c1[nH]cnc1C(=O)Nc1ccccc1F)c1ccccc1
4 | CCCOc1ccc(F)cc1-c1cc(C(=O)NCc2cc(OC)cc(OC)c2)[nH]n1
2 | CN(N=Nc1nc[nH]c1C(N)=O)C1CCCCC1
-3 | COCCN(C(=O)COC(=O)c1ccc2c(c1)OCO2)c1c(N)n(Cc2ccccc2)c(=O)[nH]c1=O
5 | O=C(O)C1CCN(S(=O)(=O)c2ccc3[nH]ccc3c2)CC1
4 | CCOc1ccc(Cl)cc1-c1cc(C(=O)NCCOC)[nH]n1

Assay outcomes as filed in PubChem BioAssay.
